Source: PubChem (Sanford-Burnham Center for Chemical Genomics)
KOR beta-arrestin-1 – KOR antagonists, beta-arrestin recruitment, cell-based, luminescence, uHTS (AID 1778). KOR beta-arrestin recruitment, luminescence, antagonist mode; higher % means a stronger effect. inhibition, % at 10 µM, or IC50 in µM where a hit was titrated. hit rate 0.091% among 290,000; note: strong numbers were not always called active
TNAP activation fold – human TNAP enzyme activators, primary screen, biochemical, luminescent, no phosphate acceptor, uHTS (AID 1001) | purified TNAP, luminescent activation assay, no phosphate acceptor; higher activation fold means a stronger effect | one-dose activation fold at 20 µM; EC50 in µM for titrated hits | hit rate 0.03% among 200,000; in the data active = activation fold from about 3, or a potency from the dose series; inactive = the rest, 99 in 100 with activation fold below about 1.6; note: many of its hits are not listed in these tables
LYP phosphatase – PTPN22 lymphoid phosphatase activity blockers – biochemical, fluorescence intensity, uHTS (AID 1779) | recombinant LYP phosphatase, fluorescence intensity; higher % means a stronger effect | one-dose inhibition, % at 11.5 µM; IC50 in µM for titrated hits | hit rate 0.054% among 290,000;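 note: plate controls were vehicle with enzyme for no effect and no enzyme for full effect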
XIAP antagonists – XIAP antagonists, biochemical, IAP family, fluorescence polarization (AID 1018); XIAP BIR domain, fluorescence polarization peptide displacement; higher % means a stronger effect; one-dose displacement, % at 20 µM; IC50 in µM for titrated hits; hit rate 0.007% among 200,000; in the data active = displacement above about 50%; note: a part of the inactive calls stands beside numbers as strong as those of hits
KOR beta-arrestin-2 – kappa opioid receptor activators – cell-based, luminescence, uHTS, primary screen (AID 1777); KOR beta-arrestin recruitment, luminescence; higher % means a stronger effect; one-dose activation, % at 10 µM; EC50 in µM for titrated hits; hit rate 0.02% among 280,000; in the data active = activation above about 50%, passing the limit was not always enough; note: a part of the inactive calls stands beside numbers as strong as those of hits
PMI inhibition – human PMI inhibitors, high substrate, primary screen, biochemical, fluorescence intensity, high mannose 6-phosphate (AID 1220) | recombinant PMI enzyme, coupled fluorescence intensity; higher % means a stronger effect | inhibition, % at 20 µM, or IC50 in µM where a hit was titrated | hit rate 0.66% among 190,000
human PMI inhibition – inhibitors of human PMI, primary screen, biochemical, fluorescence intensity, coupled assay (AID 1209). purified PMI enzyme, coupled fluorescence intensity; higher % means a stronger effect. one-dose inhibition, % at 20 µM; IC50 in µM for titrated hits. hit rate 0.42% among 190,000;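 note: plate controls were DMSO vehicle for no effect and wells lacking substrate for full effect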
HEK293 NOD2/NF-kB – NOD2 signaling inhibitors, cell-based, luminescence, uHTS, HEK293 (AID 1566). HEK293 NOD2/NF-kB luciferase reporter, luminescence; higher % means a stronger effect. inhibition, % at 4 µM; hits with a dose series show EC50 in µM. hit rate 0.63% among 290,000; note: many of its hits are not listed in these tables
NOD1 inhibition – inhibition of NOD1-driven NF-kB reporter – cell-based, luminescence, uHTS, primary screen (AID 1578) | NOD1-driven NF-kB luciferase reporter cells, luminescence; higher % means a stronger effect | hit rate 1% among 290,000 | inhibition, % at 4 µM; hits with a dose series show EC50 in µM; in the data active = inhibition mostly above about 36%, no sharp cut-off; inactive = mostly below about 34%;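 note: HEK-293T reporter cells stimulated with the NOD1 agonist gamma-tri-DAP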
The depositor's hits bear a star; . = not tested or not shown; [ ] = dose if it differs, or a comment. Cut-off read from the data, not from the text of the source, unless noted: active = inhibition above about 50%; inactive = the rest.

PMI inhibition	XIAP antagonists	LYP phosphatase	NOD1 inhibition	KOR beta-arrestin-1	KOR beta-arrestin-2	human PMI inhibition	HEK293 NOD2/NF-kB	TNAP activation fold	Molecule
-3%	-1.5%	5%	-15%	-6%	-0.6%	2%	8%	1.2	CN(C)CCC#CC(O)(c1ccccc1)c1ccccc1
5%	-28%	8%	-6%	52%	3.8%	5%	-2%	1	COC(=O)c1cccc(Cn2c(Cl)c(/C=N/NC(=O)c3ccccc3Cl)sc2=O)c1
18%	2.4%	11%	-23%	-33%	-0.2%	19%	21%	1	COC(=O)c1cc(Cl)c(NC(=O)c2ccc(C(C)(C)C)cc2)cc1OC
-26%	-6.8%	-8%	-35%	1%	-5.4%	-26%	3%	1.1	O=C(/C(=N\O)n1cncn1)c1ccc(Cl)cc1Cl
-9%	-6.4%	1%	-36%	17%	1.1%	-22%	-4%	0.9	COC(=O)C1=C(C)N(c2ccc(C)c(C)c2)/C(=C/c2ccco2)C1=O
2%	-1.4%	-1%	-34%	-36%	-0.6%	-6%	3%	1	Cc1ccc(/C=C(\NC(=O)c2ccc(C)cc2)C(=O)NCCCn2ccnc2)cc1
0%	-6.5%	1%	6%	-13%	-0.5%	-6%	-8%	1	O=C(NCC(=O)N(c1ccccc1)C(C(=O)NC1CCCC1)c1cccnc1)c1ccco1 (configuration not stated)
.	.	-6%	-12%	-7%	-0.8%	.	0%	.	CC1CCCC(C)N1CC(O)COCc1ccccc1 (configuration not stated)
.	.	-10%	-37%	-6%	-5.2%	.	6%	.	CCC(C)(C)NC(=O)CN(C(=O)CCC(=O)Nc1ccccn1)c1ccc2c(c1)OCO2
34%	0.1%	-5%	-35%	-45%	-0.5%	-8%	2%	1.1	COC(=O)c1[nH]c(=O)c2ccccc2c1O
-2%	-0.9%	-7%	6%	-12%	5.7%	6%	3%	1.1	O=C(c1ccc(CS(=O)(=O)c2ccccc2)o1)N1CCOCC1
1%	-9.5%	-1%	-28%	-42%	7.0%	4%	3%	1.1	O=C(CCc1nc(-c2ccccc2)no1)Nc1cc(C(F)(F)F)ccc1Cl
.	.	-3%	-13%	-19%	1.1%	.	-21%	.	COc1ccc(C(=O)NCCNC(=O)c2ccccn2)cc1
-6%	-6.4%	0%	-34%	3%	-1.0%	-23%	-7%	1	CO/N=C/C1C(=O)NN=C1c1ccccc1 (configuration not stated)
.	.	6%	-49%	-39%	6.0%	.	-35%	.	O=C(Nc1ccc2c(c1)CCCN2C(=O)c1cccs1)c1c(F)cccc1Cl
.	.	-3%	3%	12%	7.3%	.	18%	.	CC(C)Nc1nc2nonc2nc1Nc1ccccc1
4%	-0.9%	-5%	0%	17%[20 µM]	-3.8%	5%	11%	1.1	Cc1ccc(O)c(C(CC(=O)NC(C)C)c2ccccc2)c1 (configuration not stated)
.	.	-1%	-5%	-15%	-0.5%	.	14%	.	CCc1nc2sc3c(=O)[nH]cnc3c2c2c1CSC(C)(C)C2
1%	-3.9%	0%	23%	20%	-6.3%	-4%	0%	0.9	Cc1onc(-c2ccccc2Cl)c1C(=O)N1CCN=C1SCc1cccnc1
19%	-2.9%	-13%	7%	-4%	1.8%	11%	-3%	1.1	COc1ccc(Cl)cc1NC(=S)N1CCN(c2ncccn2)CC1
0%	-1.5%	-3%	10%	-2%	22%	4%	21%	1	COc1ccc(-c2ocnc2C(=O)Nc2ccccc2N2CCCCC2)cc1
-34%	-6.0%	-1%	-14%	10%	-1.4%	-18%	-3%	2.3	O=C(CNC(=O)c1ccccc1Br)N/N=C/c1ccccc1O
.	.	4%	41%	-19%	-5.3%	.	6%	.	O=C(CNC(=O)N1CC(=O)Nc2ccccc21)Nc1ccc(Cl)cc1
.	.	1%	-33%	26%	-0.3%	.	-3%	.	CN(C(=O)CSc1nc(O)cc(=O)n1-c1ccccc1F)c1ccccc1
-31%	-3.1%	5%	-11%	29%	-2.0%	-13%	-3%	1	CCOc1cccc(C2C(C(=O)c3ccco3)=C(O)C(=O)N2Cc2ccncc2)c1 (configuration not stated)
14%	-2.0%	-2%	-4%	-2%	-2.2%	13%	-24%	1.1	CCN(CC)P(=O)(C(NC(=O)OC)C(F)(F)C(F)(F)C(F)(F)C(F)F)N(CC)CC (configuration not stated)
.	.	-7%	30%	-39%[20 µM]	2.7%	.	8%	.	Cc1cccc(NC(=O)c2ccc3c(c2)CCN3S(C)(=O)=O)c1C
34%	-6.4%	-2%	-18%	24%	-4.4%	6%	3%	1.1	Nc1nc(F)cc(N2CCCCCC2)n1
.	.	-21%	-69%	-16%	-4.8%	.	-10%	.	CCOc1ccc(-n2nc3ccc(NC(=O)CC)cc3n2)cc1
2%	-3.4%	-2%	-15%	2%	-5.2%	1%	1%	1.2	CCN(CC)CCOC(=O)c1ccc2c(c1)OCCO2
9%	-1.2%	0%	-27%	-7%	-2.8%	-6%	15%	1.1	CC12CCC(C/C1=N\OC(=O)c1ccc(F)cc1)C2(C)C (configuration not stated)
8%	-1.7%	-4%	-18%	12%	-1.3%	2%	-86%	1.1	O=C(NCC1COc2ccccc2O1)c1ccc(NC(=O)C(c2ccccc2)c2ccccc2)cc1 (configuration not stated)
.	.	8%	-15%	10%	-0.1%	.	-25%	.	O=C1[C@@H]2Cc3c([nH]c4ccccc34)C(c3ccccc3)N2C(=O)CN1C1CCN(Cc2ccccc2)CC1 (some centres not stated)
-8%	1.9%	-8%	-3%	-15%	-1.9%	-10%	-5%	1.1	CCC(=O)Nc1ccccc1C(=O)N1CCOCC1
-2%	-7.1%	3%	-32%	-21%	-5.6%	-1%	12%	1.1	O=C(O)CC12CC3CC(C1)CC(n1ncc(NCc4ccc(F)cc4Cl)c(Cl)c1=O)(C3)C2
14%	-8.5%	-6%	4%	-13%	-1.4%	9%	14%	1.1	Cc1ccc(S(=O)(=O)C2(C(=O)Nc3ccc(Br)cc3)CC2)cc1
12%	-2.3%	13%	-21%	-17%	1.5%	15%	5%	1	COc1ccc(NC(=O)c2sccc2SCc2cccc(C(F)(F)F)c2)cc1
12%	-1.1%	-2%	-18%	-7%	-1.4%	14%	3%	1.1	O=C(NCc1ccccn1)NC12CC3CC(CC(C3)C1)C2
-7%	-4.6%	-7%	34%	-24%	44%	-7%	-8%	0.9	CCOc1ccc(NC(=O)COC(=O)CCCc2c[nH]c3ccccc23)cc1
4%	-4.3%	2%	-23%	-39%	-4.6%	9%	5%	0.8	S=c1[nH]nc(Cc2ccccc2)n1Cc1ccco1

One compound at a time, from the list above. Screens in order: PMI inhibition | XIAP antagonists | LYP phosphatase | NOD1 inhibition | KOR beta-arrestin-1 | KOR beta-arrestin-2 | human PMI inhibition | HEK293 NOD2/NF-kB | TNAP activation fold
Listed for O=C(NCc1ccccn1)NC12CC3CC(CC(C3)C1)C2 → 12% | -1.1% | -2% | -18% | -7% | -1.4% | 14% | 3% | 1.1
Listed for Cc1ccc(S(=O)(=O)C2(C(=O)Nc3ccc(Br)cc3)CC2)cc1 → 14% | -8.5% | -6% | 4% | -13% | -1.4% | 9% | 14% | 1.1
Listed for CCC(=O)Nc1ccccc1C(=O)N1CCOCC1 → -8% | 1.9% | -8% | -3% | -15% | -1.9% | -10% | -5% | 1.1

More structures follow:
PMI inhibition	XIAP antagonists	LYP phosphatase	NOD1 inhibition	KOR beta-arrestin-1	KOR beta-arrestin-2	human PMI inhibition	HEK293 NOD2/NF-kB	TNAP activation fold	Molecule
-1%	-2.5%	-3%	-31%	-18%[20 µM]	-6.4%	5%	6%	1.1	COc1cc(SC)ccc1C(=O)N1CCN(c2ccccc2F)CC1
9%	1.4%	-3%	-25%	26%	-0.3%	9%	2%	1	Cn1c(SCC(=O)N2CCOCC2)nnc1-c1ccccc1
.	.	-3%	8%	24%	7.7%	.	-38%	.	CCCCc1ccc(S(=O)(=O)Nc2ccc(C)c(NS(C)(=O)=O)c2)cc1
16%	-14%	-1%	34%	-29%	22%	25%	13%	1.3	Cc1ccc2nc(SC(C)C(=O)Nc3cccc([N+](=O)[O-])c3)[nH]c2c1 (configuration not stated)
-3%	-2.0%	-7%	-7%	22%	-0.3%	-3%	-3%	1.1	NS(=O)(=O)c1ccc(NC(=O)CSc2ccccc2)cc1
8%	-2.8%	-1%	0%	-9%[20 µM]	-8.8%	7%	20%	1.1	O=C(/C=C/c1ccccc1[N+](=O)[O-])N1CCN(c2ccc(F)cc2)CC1
-10%	1.1%	-11%	0%	5%	7.6%	-12%	-6%	1.1	CCOC(=O)CCc1c(C)c2ccc(OCc3nn[nH]n3)cc2oc1=O
-4%	-2.2%	-2%	-11%	5%	4.1%	4%	-10%	1.1	CCOc1ccc2ccccc2c1CNCCN1CCOCC1

Copied from the list.
NOD1 inhibition with CCCCc1ccc(S(=O)(=O)Nc2ccc(C)c(NS(C)(=O)=O)c2)cc1 → 8%
XIAP antagonists with NS(=O)(=O)c1ccc(NC(=O)CSc2ccccc2)cc1 → -2.0%
TNAP activation fold with COc1cc(SC)ccc1C(=O)N1CCN(c2ccccc2F)CC1 → 1.1
TNAP activation fold with CCOC(=O)CCc1c(C)c2ccc(OCc3nn[nH]n3)cc2oc1=O → 1.1
TNAP activation fold with O=C(/C=C/c1ccccc1[N+](=O)[O-])N1CCN(c2ccc(F)cc2)CC1 → 1.1
TNAP activation fold with Cc1ccc2nc(SC(C)C(=O)Nc3cccc([N+](=O)[O-])c3)[nH]c2c1 (configuration not stated) → 1.3
TNAP activation fold with CCOc1ccc2ccccc2c1CNCCN1CCOCC1 → 1.1

The listing continues:
PMI inhibition	XIAP antagonists	LYP phosphatase	NOD1 inhibition	KOR beta-arrestin-1	KOR beta-arrestin-2	human PMI inhibition	HEK293 NOD2/NF-kB	TNAP activation fold	Molecule
1.4µM*	-1.6%	-9%	-110%	6%	-0.4%	87%*	-147%	1	Nc1nc2c(s1)CCc1c-2cnn1-c1ccccc1
.	.	-12%	3%	3%	-6.0%	.	34%	.	CC(C)(C)C(=O)Nc1ccc(N2CCN(c3ccc(C(F)(F)F)cn3)CC2)nc1
.	.	-5%	24%	-30%	2.5%	.	-15%	.	O=C(O)C/C(=C\c1cc2c(cc1Br)OCO2)c1nc2ccccc2s1
4%	-8.9%	-5%	-20%	-33%	1.6%	-2%	2%	1.1	Cc1cccc(C)c1NC(=O)NN1C(C)CCCC1C (configuration not stated)
-6%	-6.4%	-2%	-19%	-75%	8.8%	-5%	7%	1.1	Cc1ccc(Sc2ncccc2C(=O)O)c(C)c1
.	.	-7%	-15%	-26%	-3.3%	.	7%	.	COc1ccc(C(C)=O)cc1CN(c1ccccc1OC)S(=O)(=O)c1cccs1
-6%	-1.0%	-4%	8%	-9%	-0.5%	6%	0%	1.1	Cc1ccc(Cl)cc1Nc1nc(-c2sc(NC(=O)c3cccc(Cl)c3)nc2C)cs1
2%	-8.6%	5%	21%	-82%	5.7%	6%	4%	1	Cc1nc(N2CCN(c3ccccc3)CC2)nc2c1C(=O)CCC2
9%	2.0%	0%	-32%	-39%	0.4%	5%	3%	1.3	Oc1ccc(-c2[nH]ncc2-c2nc3ccccc3s2)c(O)c1
.	.	-3%	-2%	19%	0.5%	.	13%	.	COC(=O)c1scc(S(=O)(=O)C(C)(C)C)c1N
.	.	-11%	-4%	20%	-1.2%	.	17%	.	COC(C[C@H]1O[C@H]1[C@H](O)[C@@H](C)OCc1ccccc1)OC
-22%	-8.2%	9%	31%	2%	-2.9%	-8%	8%	1	O=C(C1=NN(c2ccccc2)C2C(=O)N(c3ccc(Cl)cc3)C(=O)C12)c1ccccc1 (configuration not stated)
.	.	-7%	-19%	17%	-2.3%	.	3%	.	O=C1CC(=O)Nc2cc(S(=O)(=O)Nc3cccc(C(F)(F)F)c3)ccc2N1
-5%	-2.4%	-10%	6%	-22%	-9.0%	-4%	22%	1.1	O=C(c1cccc(F)c1)N1CCN=C1SCc1cccnc1

The list is partial, so the mix of outcomes need not match the whole.
